# Growth percent in the NCI-60 one-dose screen (48 h, 10 µM unless noted): 100 = growth as untreated, 0 = no growth, -100 = all killed.
# OVCAR-5 – OVCAR-5 ovarian cancer. hit rate 2.9% among 82,000. AID 1794783
# CAKI-1 – CAKI-1 renal cancer; AID 1794772; hit rate 4.7% among 75,000
# ACHN – ACHN renal cancer; hit rate 4.9% among 81,000; AID 1794771
# OVCAR-3 – OVCAR-3 ovarian cancer; hit rate 7% among 79,000; AID 1794787
# A498 – A498 renal cancer cells. AID 1794774. hit rate 5.4% among 76,000
# OVCAR-8 – OVCAR-8 ovarian cancer; hit rate 4.4% among 81,000; AID 1794782
# RXF 393 – RXF 393 renal cancer cells | hit rate 6.9% among 77,000
# TK-10 – TK-10 renal cancer cells; hit rate 3.9% among 81,000
# The depositor's hits bear a star; · = not tested or not shown; & = joins results of further samples. The calls were made as follows: active = growth percent below 10; inactive = the rest.
SMILES,OVCAR-5,CAKI-1,ACHN,OVCAR-3,A498,OVCAR-8,RXF 393,TK-10
CCCCOCCOC(=O)CCCCCC1CCCCC1,115.2,101.9,111.5,108.0,86.8,102.2,107.7,99.2
O=C/C=C\c1ccc2c(c1)OCO2,101.1,92.2,100.5,108.4,117.5,95.7,101.2,81.9
CN(C)CCN(Cc1ccccc1)Cc1c(F)cccc1Cl,97.6,95.9,103.5,92.0,81.3,91.5,111.2,78.4
Cc1ccc(C(=O)NN2C(=O)/C(=C/C=C/c3ccc([N+](=O)[O-])o3)SC2=S)cc1,-94.9*,-100.0*,-100.0*,-97.3*,-73.3*,-75.9*,-90.0*,-98.3*
N=C(N)c1ccc(-c2ccc(-c3ccc(F)cc3)s2)nc1,77.6,65.4,76.0,76.9,79.0,68.9,80.1,107.5
O=c1[nH]c(=O)n(C2C[C@H](O)[C@@H](CO)O2)cc1C(F)(F)F (stereo partly drawn),103.5,96.3,106.5,117.1,117.5,103.5,115.6,103.5
O=C(O)c1ccccc1/C=N/N1CCCCCC1,103.1,82.7,116.6,105.6,·,105.1,103.4,100.4
OC1CNc2c(ccc3ccccc23)C1 (stereo not drawn),94.5,92.5,91.8,105.6,71.1,87.6,141.7,97.5
C/C(=N\NC(=O)CSc1nc2ccccc2c(=O)n1CCc1ccc(S(N)(=O)=O)cc1)c1cccc(Cl)c1,101.5,91.5,100.1,103.6,84.9,58.5,100.0,92.1
O=C(Nc1ccncc1)C(=O)c1cn(S(=O)(=O)c2ccc(Br)cc2)c2ccccc12,64.4,40.6,58.0,14.7,47.3,58.6,60.1,98.2
CN1CC(O)(C(O)C(O)C(O)CO)SC1=S (stereo not drawn),101.9,83.8,101.2,102.9,·,100.4,101.4,103.2
C[C@]12CC[C@H]3[C@@H](CC[C@H]4C[C@@H](O)CC[C@@]43C)[C@@H]1CC(=O)C2,94.8,87.6,100.4,111.8,·,95.3,117.8,94.2
CN1CCc2c(sc3nc(-c4cccc(Cl)c4Cl)[nH]c(=O)c23)C1,94.4,82.9,100.8,108.9,115.7,103.7,94.1,93.4
COc1ccc(-c2nc(-c3nc4ccccc4[nH]3)c3ccccn23)cc1,98.8,80.7,76.6,86.2,35.7,56.3,79.5,79.5
COC(=O)/C=C1\Sc2nnc(CSC(SCc3nnc4n3NC(=O)/C(=C/C(=O)OC)S4)c3ccccc3)n2NC1=O (stereo not drawn),118.0,88.8,107.9,112.5,112.5,100.7,116.6,113.4
COc1cc(-c2nn(-c3cccc(NC(=O)CN(C(C)C)C(C)C)c3)cc2-c2ccncc2)ccc1Cl,92.8,97.4,95.7,98.1,106.1,112.7,100.4,107.8
O=S(=O)(c1ccccc1)c1nnc(Cc2ccc3ccccc3c2)n1CCCc1cnc[nH]1,118.6,77.7,103.1,110.4,105.4,96.7,110.5,113.8
COc1ccc(-c2nc(SCCC(C)C)nc(N/N=C(/C)c3ccc(C)cc3)c2C#N)cc1,85.4,83.2,89.6,102.4,99.4,88.1,·,106.6
CN(C)c1ccc(/C=N\NC(=O)c2ccc3nc(-c4ccc([N+](=O)[O-])cc4)[nH]c3c2)cc1,94.0,95.6,95.0,118.9,90.3,101.2,102.6,124.8
O=C(c1ccc(OCCN2CCCCC2)cc1)c1c(-c2ccc(O)cc2)sc2cc(O)ccc12,123.9,76.0,91.5,91.8,90.9,86.8,70.2,129.5
COc1ccc(C2=NOC(C(=O)N3CCCCC3)C2)cc1OC1CCCC1 (stereo not drawn),97.7,94.9,100.6,107.4,·,96.5,109.8,94.0
O=C1c2ccccc2C(=O)c2c(O)cccc21,97.9,100.3,94.4,·,55.9,92.7,114.8,110.2
CC(=O)Nc1cccc(C)c1,95.7,89.3,96.1,99.2,77.9,109.5,110.5,104.9
COc1ccc(-n2c(-c3ccccc3)c(-c3ccccc3)c3c(SCC(=O)N/N=C/c4ccc([N+](=O)[O-])cc4)ncnc32)cc1,101.2,78.9,98.6,84.9,74.4,82.6,101.2,114.5
NC(N)=NC(N)=Nc1cc(C(F)(F)F)ccc1Cl,96.0,95.8,88.7,95.3,67.8,92.0,97.3,·
COc1ccc(C2C(C#N)=C(N)Oc3cc(O)ccc32)cc1 (stereo not drawn),93.3,93.1,91.8,101.3,99.1,98.9,88.3,·
CC(O)(CC(=O)CC(=O)c1ccccc1)c1ccccc1 (stereo not drawn),102.7&102.5,110.2,106.3&94.9,99.0&97.6,79.9,102.3&106.5,93.3&94.1,111.5&98.5
CCN1C(=O)N(CC)C2C1NN=c1s/c(=C\c3ccc[nH]3)c(=O)n12 (stereo not drawn),22.2,27.5,42.3,-25.3*,-4.4*,11.2,-26.6*,61.6
CCCc1cc(Cl)c(O)cc1O,112.2,·,·,108.6,93.8,99.8,108.0,109.0
CN1CCCC1CN1CCCC1 (stereo not drawn),108.7,90.2,102.1,102.5,·,98.4,116.1,119.3
CCOP1(=O)OCCN(C)c2oc(-c3ccc([N+](=O)[O-])cc3)nc21 (stereo not drawn),100.0,92.2,99.6,110.3,99.8,104.3,104.6,105.7
COc1cc(/C=N/Nc2nc3c([nH]2)c(=O)n(C)c(=O)n3C)ccc1O,111.1&106.6,118.0&99.3,109.3,109.6&121.6,77.6&82.3,108.0&103.1,123.1&121.6,93.1&95.7
N#Cc1cnn2c(-c3ccc(Cl)cc3)nc(NC3CC3)nc12,93.9,·,96.8,101.3,84.5,101.9,93.7,94.2
COc1cc(Nc2c(C#N)cnn3cc(-c4cnn(CC(C)(C)O)c4)cc23)ccc1Cl,43.8,9.5*,18.0,57.6,-24.4*,46.9,-20.3*,23.3
CC(C)/C1=N/NC(=O)CCCCC(=O)N/N=C(/C(C)C)CC[C@@H](C)CCOC(=O)c2cccc(n2)C(=O)OCC[C@H](C)CC1,93.9,·,96.3,96.5,109.2,89.1,101.0,105.2
S=C=NP1(N=C=S)=NP(N=C=S)(N=C=S)=NP(N=C=S)(N=C=S)=NP(N=C=S)(N=C=S)=N1 (stereo not drawn),107.3,·,·,111.8,118.2,95.6,109.0,110.2
CCOc1ccccc1-c1cc(-c2ccc(F)cc2)c(C#N)c(=O)[nH]1,109.2,91.0,100.5,107.5,83.5,100.6,85.4,97.4
CCc1nnc(Nc2ccc(C)cc2)o1,90.5,94.0,107.0,110.3,96.0,104.2,105.9,·
C/C(=C(/C)C1CC1CCNC1CCN(C(=O)OC(C)(C)C)CC1)c1ccccc1 (stereo not drawn),94.5,98.6,101.2,·,88.3,93.9,92.8,107.8
O=C(CN1CCN(c2cc3c(cc2F)c(=O)c(C(=O)O)cn3C2CC2)CC1)N/N=C/c1cc2ccccc2[nH]1,107.9,94.1,85.3,92.0,92.4,·,97.6,136.0
Nc1cc(Nc2ccc(I)cc2)nc(N)n1,102.1,99.1,100.5,95.5,82.2,119.3,89.5,114.2
N#Cc1nc(-c2cccs2)oc1N1CCN(S(=O)(=O)c2ccccc2)CC1,101.5,88.1,98.4,·,71.6,98.9,97.9,87.1
COc1ccc(C2=NN(C(C)=O)C(c3ccc(N4CCN(Cc5ccccc5)CC4)cc3)C2)cc1 (stereo not drawn),106.7,85.3,100.9,106.2,84.9,95.8,·,104.0
CSc1nc(N)cc(Cl)n1,112.1,101.1,115.3,112.8,108.8,95.1,108.0,·
NC(N)=Nc1ccc(Oc2ccc(Nc3ccc(Cl)c(C(F)(F)F)c3)cc2)cc1,66.2,69.4,73.4,-21.8*,68.3,55.1,·,95.6
N=c1c(S(=O)(=O)c2ccccc2)cc2c(=O)n3ccccc3nc2n1Cc1ccco1,100.4,95.1,105.7,118.4,62.9,95.6,107.2,101.2
CCCN1CC(C(=O)OCC)C(=O)C1=O (stereo not drawn),99.3,106.2,104.7,106.3,107.6,103.8,107.0,96.2
CCOC(=O)c1c(C)nc2c(c1N)CC(=O)N2CCc1ccccc1,53.3,·,34.2,35.4,11.9,24.3,27.1,-3.8*
CCN(Cc1ccccc1)C(=O)C1CCN(Cc2c[nH]c3ccccc23)CC1,97.6,·,·,92.0,84.8,99.3,101.9,87.7
Cc1cc(C(=O)Nc2ccc(C(N)=O)cc2)c(C)o1,101.5,90.0,106.1,104.1,104.6,105.4,103.2,118.5
COc1ccc(NC2=C(Cl)C(=O)C(C)=C(C)C2=O)cc1,103.1,91.5,88.8,101.0,83.3,51.8,100.1,148.8
O=C1C=CC2=C3c4cc(O)c(O)cc4CC3(O)COC2=C1O (stereo not drawn),103.8,111.3,111.2,123.2,99.1,97.2,·,100.7
Cc1ccc(C2=CCCc3ccccc32)cc1,99.8,·,94.6,96.7,121.4,98.9,105.1,111.5
C=CCn1c(SCC(=O)Nc2ccc(C(=O)/C=C/c3ccc(OC)cc3)cc2)nnc1-c1ccc(Cl)cc1,96.8,97.7,97.4,95.0,99.4,97.7,107.7,87.7
O=C(N/N=C\c1ccc([N+](=O)[O-])cc1)c1ccncc1,100.2,106.4,107.7,118.9,·,102.5,126.6,96.3
CNC(=O)NCCCCCNC(=O)NC,107.1,91.4,98.7,112.5,91.1,108.8,115.9,97.1
COc1ccc(-n2cc(-c3cc(OC)c(OC)c(OC)c3)n(C(C)=O)c2=O)cc1OC,84.3,·,100.7,98.0,89.1,101.9,104.8,109.3
O=S(=O)(Oc1ccccc1)c1ccc(Cl)c(Cl)c1,104.3,84.7,100.0,103.9,97.2,98.3,115.6,105.5
C#CCOc1ccc(/C=N/Nc2nc(-c3cc4ccc(OC)cc4oc3=O)cs2)cc1,101.5,81.3,104.0,·,86.0,95.0,111.0,110.5
O=C(CC1c2ccccc2NC(=O)N1Cc1ccccc1)C1CC1 (stereo not drawn),96.5,102.3,98.4,112.5,67.7,106.8,106.9,94.9

# Carrying on:
SMILES,OVCAR-5,CAKI-1,ACHN,OVCAR-3,A498,OVCAR-8,RXF 393,TK-10
Clc1ccc(C2CC(c3cccc(OCCCCOc4cccc(C5=NOC(c6ccc(Cl)cc6)C5)c4)c3)=NO2)cc1 (stereo not drawn),95.7,56.9,89.3,102.2,112.7,88.7,94.6,109.7
CCCCCC[C@@H]1O[C@@H](c2ccccc2)[C@@H](O)[C@H]1O,97.0,95.8,110.3,98.7,97.8,102.2,115.2,98.9
O=C1/C(=C\c2cccc3cccnc23)SC(=S)N1CCc1ccc(O)cc1,106.1,66.3,96.3,102.1,70.0,97.1,91.1,111.3
Oc1ccccc1CN1CCOCC1,111.0,100.1,103.3,110.5,93.8,108.8,·,99.5
C=C(c1ccc(C(=O)O)cc1)c1cc2c(cc1C)C(C)(C)C=CC2(C)C,113.7,84.0,76.5,84.4,87.3,73.2,95.5,98.7
CCOC(=O)c1cc(C(=O)c2ccc(Br)cc2)n2ccc(-c3ccccn3)cc12,103.3,83.9,99.4,112.7,78.9,102.4,104.5,107.7
NS(=O)(=O)c1ccc(CCn2c(SCc3ccc(Br)cc3)nc3ccccc3c2=O)cc1,112.2,93.1,91.8,100.1,104.0,91.5,102.9,85.6
CS(=O)(=O)c1ccc(-c2nc3ccccn3c2/C=N/Nc2nc(-c3ccc(Cl)cc3)cs2)cc1,104.1,91.8,100.9,124.0,79.9,98.0,98.8,·
CN(C)Cc1cc(C(C)(C)CC(C)(C)C)cc(CN(C)C)c1O,90.9,87.5,107.5,89.4,81.2,90.1,60.6,93.2
O=c1/c(=C/C(Br)=C/c2ccccc2)sc2nc3ccccc3n12,123.2,101.3,104.8,114.6,99.4,101.0,109.5,·
CN1C(=O)C2(Nc3ccccc3S2)c2cc(OC(F)(F)F)ccc21 (stereo not drawn),121.3,96.8,80.9,103.4,108.2,99.1,·,105.4
CCC(=O)OCCNC(=O)/C=C/c1ccc(OC)cc1,98.9,91.4,103.5,105.2,96.8,95.9,121.9,95.5
Cn1cc(-c2csc(-c3cn(C)c4ccccc34)n2)c2cnccc21,77.4,-6.1*,-61.4*,43.9,85.2,27.4,-40.7*,66.7
CC/C(Cc1ccc(O)cc1)=N\N=C(N)N,93.0,·,96.8,108.5,·,96.9,134.2,111.2
CN1C(=O)c2ccccc2S1(=O)=O,113.2,102.7,113.0,118.0,105.2,107.0,108.9,112.7
CCCCCC(=O)OCCC1CCCCC1,104.7,103.3,107.0,95.3,79.3,104.3,104.0,99.0

# 11 compounds from above, arranged by SMILES length, lowest first:
SMILES,OVCAR-5,CAKI-1,ACHN,OVCAR-3,A498,OVCAR-8,RXF 393,TK-10
Oc1ccccc1CN1CCOCC1,111.0,100.1,103.3,110.5,93.8,108.8,·,99.5
CCCCCC(=O)OCCC1CCCCC1,104.7,103.3,107.0,95.3,79.3,104.3,104.0,99.0
CN1C(=O)c2ccccc2S1(=O)=O,113.2,102.7,113.0,118.0,105.2,107.0,108.9,112.7
CC/C(Cc1ccc(O)cc1)=N\N=C(N)N,93.0,·,96.8,108.5,·,96.9,134.2,111.2
CCC(=O)OCCNC(=O)/C=C/c1ccc(OC)cc1,98.9,91.4,103.5,105.2,96.8,95.9,121.9,95.5
CN(C)Cc1cc(C(C)(C)CC(C)(C)C)cc(CN(C)C)c1O,90.9,87.5,107.5,89.4,81.2,90.1,60.6,93.2
O=c1/c(=C/C(Br)=C/c2ccccc2)sc2nc3ccccc3n12,123.2,101.3,104.8,114.6,99.4,101.0,109.5,·
CN1C(=O)C2(Nc3ccccc3S2)c2cc(OC(F)(F)F)ccc21 (stereo not drawn),121.3,96.8,80.9,103.4,108.2,99.1,·,105.4
CCCCCC[C@@H]1O[C@@H](c2ccccc2)[C@@H](O)[C@H]1O,97.0,95.8,110.3,98.7,97.8,102.2,115.2,98.9
C=C(c1ccc(C(=O)O)cc1)c1cc2c(cc1C)C(C)(C)C=CC2(C)C,113.7,84.0,76.5,84.4,87.3,73.2,95.5,98.7
CS(=O)(=O)c1ccc(-c2nc3ccccn3c2/C=N/Nc2nc(-c3ccc(Cl)cc3)cs2)cc1,104.1,91.8,100.9,124.0,79.9,98.0,98.8,·

# Source: PubChem (NCI)

# Not all compounds are listed, so the mix of outcomes need not match the whole.
